# PAX8 inh HTS = inhibitors of PAX8-driven TPO luciferase reporter, primary screen, RMG-I cells, single concentration; SteadyGlo, 24 h; inhibition, % at 12.6 µM; actives 1.2% (n = 360,000);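 active means mean replicate inhibition at least 60% with every replicate also reaching 60%; inconclusive means only one of the two criteria is met; inactive means mean below 60% and not all replicates reaching 60%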;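 further: luciferase light reporting Pax8 driven TPO promoter activity; plate controls were median of neutral control wells for no effect and mitoxantrone controls for full effect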
# GSIS activator = GLuc luminescence reporter in INS-1E cells, primary screen for activators of glucose-dependent secretion of insulin. actives 0.61% (n = 370,000). AID 743287, 2014. activation, % at 16.6 µM. INS-1E GLuc reporter insulin secretion, 2-3 h;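 active means lowest replicate activation of at least 40%, so every replicate reaches that level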;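 further: 0% = median of neutral control wells and 100% = median of IBMX positive control wells; some compounds called inactive have numbers as strong as hits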
# EWS-Fli block = EWS/Fli-driven NR0B1 reporter inhibitors, primary screen, A673 cells, NR0B1 luciferase, luminescence, MLPCN library. viability-normalised. actives 0.67% (n = 350,000). inhibition, % at 12.6 µM;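 active means mean inhibition of at least 50% after viability correction, with every replicate also passing that limit; inconclusive means mean reaches 50% but only one of two replicates passes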;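 further: firefly luciferase signal divided by Alamar Blue viability fluorescence both relative to DMSO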
# DENV2 CPE rescue = inhibitors of DENV2 cytopathic effect, primary screen, cell-based, plate reader, single concentration. DENV2-infected cells, cytopathic effect rescue. CPE inhibition, % at 9.99 µM. actives 1.7% (n = 350,000). AID 651640, 2012; in the data active means CPE inhibition above about 20%, passing the limit was not always enough; inconclusive means no clear call, values can overlap the other calls; tested in BHK-21 cells;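 further: 0% = median of neutral control wells and 100% = median of positive control wells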
# Xi reactivation = activators of inactive X chromosome reactivation, primary screen, imaging, XiGFP fibroblasts, GFP high-content imaging, set 2 | activation, % at 7.58 µM | XiGFP mouse fibroblasts, % GFP-positive cells imaging, 3 d; cells co-treated with 5-aza-dC sensitizer; scaled so ellipticine positive control = 100% | actives 0.055% (n = 360,000);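 active means mean normalized replicate activation at least 10% and every replicate at or above 10%; inconclusive means only one of the two criteria met; inactive means mean below 10% and not all replicates reach 10%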;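 further: 0% = median of on-plate neutral control wells and 100% = ellipticine 6 µM median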
#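 material = 68-5-11 XiGFP fibroblast line | medium = DMEM plus 5-aza-dC sensitizer | schedule = 3 days compound exposure | benchmarks = positive control ellipticine, 6 µM final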
# CFTR F508del cor = F508del CFTR correction, initial screen, CFBE line, single point; CFBE cells, YFP halide quenching; stimulated with forskolin plus potentiator P3; % fluorescence drop versus neutral controls; activity (quench increase), % at 7.58 µM; actives 0.36% (n = 350,000); AID 720511, 2013;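 active means mean added fluorescence quench of at least 8% versus neutral control, with both replicates also reaching 8%; inconclusive means only one of the mean or replicate conditions met; inactive means mean below 8% and not both replicates reaching 8%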;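 further: cells transiently co-express mutant CFTR-F508del with the halide-sensitive YFP; corrector assay measuring rescue of mutant channel to the surface after 24 h compound exposure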
# ERp5 block = inhibitors of ERp5-driven insulin aggregation, primary screen, biochemical, turbidity, absorbance 650 nm, single point | Protein disulfide-isomerase A6 (Homo sapiens), Q15084 | 90 min | inhibition, % at 9.99 µM | actives 0.05% (n = 350,000) | AID 651711, 2012;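 active means mean replicate inhibition above about 25%, with every replicate also reaching it, limit read from the data, passing the limit was not always enough; inconclusive means only one of those two criteria met; inactive means neither criterion met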
# Target sequence (Q15084 whole entry, looked up): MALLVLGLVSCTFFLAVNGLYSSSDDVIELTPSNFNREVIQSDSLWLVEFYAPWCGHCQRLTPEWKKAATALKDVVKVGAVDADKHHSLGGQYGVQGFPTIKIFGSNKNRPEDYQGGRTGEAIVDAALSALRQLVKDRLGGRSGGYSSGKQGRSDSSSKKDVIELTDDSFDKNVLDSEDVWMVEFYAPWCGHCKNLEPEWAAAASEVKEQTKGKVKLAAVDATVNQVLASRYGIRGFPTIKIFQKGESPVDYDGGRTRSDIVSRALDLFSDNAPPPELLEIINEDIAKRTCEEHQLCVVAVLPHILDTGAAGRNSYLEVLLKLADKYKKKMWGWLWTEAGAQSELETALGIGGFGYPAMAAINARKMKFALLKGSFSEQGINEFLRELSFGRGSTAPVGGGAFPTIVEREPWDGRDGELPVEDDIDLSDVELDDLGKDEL
# ARNT TACC3 PPI = disruptors of ARNT/TACC3 protein interaction, primary screen, biochemical, AlphaScreen, single concentration; Transforming acidic coiled-coil-containing protein 3 (Homo sapiens), Q9Y6A5; AlphaScreen His-ARNT PAS-B/GST-TACC3 binding, luminescence; TACC3 fragment carries E629A point mutation; inhibition, % at 9.99 µM; actives 0.66% (n = 390,000);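 active means mean inhibition of replicates at least 50% and at least half of replicates each reaching 50%; inconclusive means half or more replicates reach 50% but mean below 50%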;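 further: 0% = complete ARNT plus TACC3 wells and 100% = ARNT alone without TACC3; many hits fall short of the cut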
# Starred values were filed as active, the others as inactive; ? = inconclusive; . = no result given; & = joins results of further samples. Hits appear at their usual frequency. Share with any hit: about 4.2%.
Molecule,PAX8 inh HTS,GSIS activator,EWS-Fli block,DENV2 CPE rescue,Xi reactivation,CFTR F508del cor,ERp5 block,ARNT TACC3 PPI
C[C@H](CO)N1C[C@H](C)[C@H](CN(C)Cc2ccc(Cl)c(Cl)c2)Oc2ccc(NC(=O)Nc3ccc(C(F)(F)F)cc3)cc2CC1=O,-8,2,5,-4,-0.8,1.4,11,24
Cc1cc(NC(=O)c2ccc(Cl)cc2)ccc1NC(=O)c1ccccc1Cl,-16,11,-29,-6,0.1,-3.0,3,-1
Cc1ccccc1-n1nnnc1SCC(=O)c1c(N)n(C)c(=O)n(C)c1=O,-7,8,0,-4,0.0,-1.0,0,-8
Cc1ccc(CNC(=O)CCC2CCCN(C(=O)c3ccc4c(c3)OCO4)C2)o1 (stereo not drawn),-5,0,-11,-6,-0.2,1.2,3,0
C/C=C/c1ccc([C@@H]2[C@@H](CO)N(C(=O)c3cnccn3)C23CN(C(=O)C2CCC2)C3)cc1,-3,8,0,-2,0.0,-4.7,2,.
CN1c2ccc(C3=CCCCC3)cc2[C@H]2[C@H](CCN2S(=O)(=O)c2ccccc2F)[C@@H]1CO,1,3,12,-5,0.0,1.6,-4,-1
CN(CC(=O)Nc1cccc(F)c1)C(=O)c1ccc(COc2ccccc2)cc1,-20,-34,-11,10,0.2,-4.8,-6,7
c1ccc2c(c1)-c1ccccc1C2N1CCOCC1,12,9,-7,-9,0.0,0.5,-8,-1
CC(C)CC1C(=O)N(Cc2cn(CCC3OCCCO3)nn2)CCS(=O)(=O)N1Cc1ccc(-c2ccccc2)cc1 (stereo not drawn),3,-15,-1,-8,-0.1,1.8,3,.
Nn1c(Cc2ccccc2F)nnc1SCC(=O)Nc1cccc(S(=O)(=O)NC2=NCCCCC2)c1,7,-11,-4,8,0.0,-1.4,-1,-1
O=C(C[C@H]1CC[C@@H](NC(=O)C2CCOCC2)[C@H](CO)O1)Nc1ccc(-c2ccccc2)cc1,6,-1,1,-5,-0.2,0.7,-5,0
COc1ccc(/C=C2\CCC(C3CCCC3)C2=O)c(OC)c1OC (stereo not drawn),1,5,-69,-2,0.1,-3.4,2,10
COc1ccc(S(=O)(=O)N2CCC(NC(=O)c3cccnc3)CC2)cc1,-12,5,5,-1,0.4,-1.9,8,0
COc1ccc(OC)c(/C=C/C(=O)N2CCN(S(=O)(=O)c3cc(C)ccc3C)CC2)c1,12,-13,-8,-7,-0.1,-2.4,1,-11
CC(/C=N/NC(=O)Cn1cnc2c1c(=O)n(C)c(=O)n2C)=C\c1ccccc1,10,.,-9,-3,-0.1,.,0,-4
COCCn1c(SCc2nc3scc(-c4ccc(Cl)cc4)c3c(=O)[nH]2)nnc1-c1cccc(C)c1,21,-38,.,.,0.1,.,.,6
CC(C)(C)NC(=O)C(=O)NNC(=O)c1cccc(F)c1,-70,3,-28,-3,0.1,-3.6,4,-1
[2H]C([2H])(CCOS(N)(=O)=O)c1ccccc1,-3,12,-4,17,0.2,-3.6,-1,-2
O=C(Cc1cccs1)N1CCCC(c2nc3c(nnn3Cc3cccc(Cl)c3)c(=O)[nH]2)C1 (stereo not drawn),.,7,13,0,.,0.3,-4,16
CO[C@H]1CN(C)C(=O)c2ccc(NC(=O)c3ccc(F)cc3)cc2OC[C@@H](C)N(C(=O)CN(C)C)C[C@H]1C,.,11,-3,.,-0.3,1.3,.,.
Cc1ccc(S(=O)(=O)N2CCC(C(=O)N/N=C/c3ccncc3)CC2)cc1,13,13,12,-2,0.0,-4.6,2,30
COc1ccc(N2CCN(S(=O)(=O)c3cnc[nH]3)CC2)cc1,-9,6,5,-1,0.1,1.3,-6,2
CC(C)=CCc1c(O)c(CC=C(C)C)c2occ(-c3ccc(O)cc3)c(=O)c2c1O,.,.,19,10,.,1.9,-1,22
CN(C)S(=O)(=O)c1ccc(Cl)c(NC(=O)COc2ccccc2[N+](=O)[O-])c1,0,9,-8,?,-0.1,1.1,-1,-2
CCN(Cc1ccccc1)C(=O)C1CCN(C/C(C)=C/c2ccccc2)CC1,10,-13,-7,-2,0.2,.,0,0
CSc1ccccc1NC(=O)COc1ccccc1C,15,12,-2,.,0.0,0.6,0,-3
Cc1ccc(S(=O)(=O)N2CCN(C(=O)COC(=O)c3nc(Cl)ccc3Cl)CC2)c(C)c1,-11,3,-6,-1,0.0,0.8,5,.
C[C@@H]1CN([C@H](C)CO)C(=O)c2cc(NC(=O)c3ccncc3)ccc2O[C@@H]1CN(C)C(=O)Nc1ccc2c(c1)OCO2,.,13,-76,?,0.3,-3.0,-3,-5
CCCn1c(=O)cc(N)n(-c2ccc(OC(F)(F)F)cc2)c1=O,6,-4,-5,-5,0.0,-1.1,-6,1
O=C(CC1CCCC1)N1CCCC(Nc2cccc(F)c2)C1 (stereo not drawn),9,-4,.,-4,-0.1,-1.0,7,-5
CCCNC(=O)Cn1cnc2sc(C(=O)N3CCN(Cc4ccc5c(c4)OCO5)CC3)c(C)c2c1=O,9,-1,1,-2,2.7,-1.4,-1,.
CC(C)C[C@H](NC(=O)c1nc[nH]c1C(=O)N1CCc2ccccc2C1)C(=O)OCc1ccccc1,-31,.,-5,6,-0.7,-0.7,-2,21
CC1(C)CC(=O)C=C(c2cccc3c2sc2ccccc23)C1,-79,7,-41,-18,0.2,1.7,0,-2
O=C(COC(=O)c1cccnc1Cl)NC12CC3CC(CC(C3)C1)C2,-16,-6,-3,-1,0.1,-1.1,-1,-3
CN(C)C(=O)c1ccc(-c2ccc([C@H]3[C@H](CO)N4CCCCN(C(=O)C5CCC5)C[C@@H]34)cc2)cc1,-11,.,7,-2,.,-1.8,-2,0
O=C(c1cc2ccccc2o1)N1CCN=C1SCc1cccnc1,-26,8,.,.,.,.,2,11
Cn1c(=O)c2cnc(-c3ccc(C(F)(F)F)cc3)nc2n(C)c1=O,-1,.,14,3,0.0,-3.0,.,-1
Cc1ccccc1-n1nc2c(c1NC(=O)C(C)C)CS(=O)(=O)C2,-1,5,0,-3,0.0,-0.3,0,2
O=C1c2ccccc2C(=O)C1C1=Nc2ccccc2NC(c2ccccc2)C1 (stereo not drawn),-4,13,2,2,0.3,0.5,-1,.
O=C(Cc1ccccc1Cl)Nc1ccc(S(=O)(=O)N2CCOCC2)cc1,8,2,10,-1,0.1,-0.2,6,-14
CC(C)COc1ccc(C/C(N)=N/n2cnnc2)cc1,6,-16,10,.,0.0,-2.7,3,.
CCOC(=O)c1c(C(F)(F)F)cc(-c2ccc(F)cc2)nc1C,0,7,.,.,-0.1,.,.,-6
CCCCCn1c2c(c(=N)c3ccccc31)CCC2,67*,-36,22,-4,0.0,0.0,4,-1
Cc1ccc(NCSc2ccc(Cl)cc2)cc1,-123,.,-19,2,0.2,7.2,9,2
O=C(CNC(=O)c1ccccc1F)N/N=C/c1cn[nH]c1-c1ccccc1,14,-6,1,0,0.4,2.1,1,1
Cc1c(Br)c(C(=O)N2CCc3ccccc32)nn1C,-111,21,.,.,0.0,.,.,-12
C[C@H](CO)N1C[C@H](C)[C@@H](CN(C)C(=O)NC2CCCCC2)Oc2c(NC(=O)c3cnccn3)cccc2C1=O,-29,11,4,5,0.2,6.0,3,1
COCCNC(=O)C1(C)CCN(C(=O)c2oc3ccccc3c2C)C1 (stereo not drawn),-25,.,-3,-8,-0.2,1.2,7,.
CON(Cc1ccccc1)S(=O)(=O)c1ccccc1Br,2,0,-6,-2,-0.1,-4.5,-3,.
O=C(CC1SCCNC1=O)Nc1ccc(Cl)c(Cl)c1 (stereo not drawn),-31,-18,-41,5,-0.1,2.0,4,-1

# (continued)
Molecule,PAX8 inh HTS,GSIS activator,EWS-Fli block,DENV2 CPE rescue,Xi reactivation,CFTR F508del cor,ERp5 block,ARNT TACC3 PPI
COc1ccccc1S(=O)(=O)N1CC[C@@H]2[C@H]1c1cc(-c3ccccc3)ccc1N(C)[C@H]2CO,-1,4,6,-3,0.0,0.4,-2,-5
COc1cccc(C2(O)C(=O)Nc3ccccc32)c1 (stereo not drawn),33,0,0,10,-0.1,-0.7,-2,-8
O=C(CSc1nnc(-c2cccs2)n1C1CC1)NCC1CCCO1 (stereo not drawn),-2,21,0,7,0.0,4.3,1,-6
Cc1cc(C)cc(-n2c(SCC(=O)Nc3cccc(S(=O)(=O)NC4=NCCCCC4)c3)nc3ccccc3c2=O)c1,15,.,15,-4,0.0,.,9,-8
CCCNC(=O)NC[C@@H]1[C@H](c2ccc(C3=CCCCC3)cc2)[C@H](CO)N1C(C)=O,-1,-2,-3,-4,0.3,6.7,-1,0
Cc1ccc(-n2c3c(cc(C(=O)NCCCN4CCOCC4)c2=O)C(=O)CC(C)(C)C3)cc1,2,0,2,-1,0.3,0.8,1,4
C[C@@H]1CCCCO[C@H](CN(C)C(=O)Nc2ccc(C(F)(F)F)cc2)[C@H](C)CN([C@@H](C)CO)C(=O)c2cc(NC(=O)CCC(F)(F)F)ccc2O1,53,6,1,8,-0.8,1.5,-6,10
COc1ccc(NC(=O)N(C)C[C@H]2Oc3c(NC(=O)Nc4ccc(C(F)(F)F)cc4)cccc3C(=O)N([C@H](C)CO)C[C@@H]2C)cc1,35,-32&-29,-11&-6,-8,0.2&0.0,3.6&1.9,1,-19
Oc1ccccc1CNc1cccc2cccnc12,-25,-6,-8,-4,-0.2,-3.6,-4,5
O=C(N[C@H]1CC[C@H](CC(=O)N2CCCCC2)O[C@@H]1CO)c1ccc2c(c1)OCO2,2,3,-5,4,-0.2,0.4,-1,2
N#Cc1ccc(C(=O)OCC(=O)Nc2cccnc2Cl)cc1,5,13,-18,-1,0.2,-2.4,4,-3
C[C@@H]1CN([C@H](C)CO)C(=O)c2cc(C#CC3CCCC3)cnc2O[C@@H]1CN(C)C(=O)Cc1ccccn1,-10,9,-2,7,1.3,2.4,-3,0
CO[C@H]1CN(C)C(=O)c2ccc(NC(C)=O)cc2OC[C@H](C)N(Cc2ccc(F)cc2)C[C@@H]1C,.,-3,1,.,0.0,2.4,2,-5
O=C1NC[C@H](c2ccccc2)N(CCCCC2CCCCC2)C1=O,-20,-16,3,3,-0.2,-1.3,-2,.
COc1ccc(-c2ccc([C@@H]3[C@H](CO)N4C(=O)CNC[C@@H]34)cc2)cc1,.,3,-15,0,0.6,0.1,-1,.
COc1ccc(NC(=O)Nc2ccc3c(c2)C(=O)N([C@H](C)CO)C[C@H](C)[C@H](CN(C)S(=O)(=O)c2ccc(C)cc2)OCCCC[C@@H](C)O3)cc1,-5,23,-1,5,-1.0,-1.4,-3,-12
CC1CC(C)CN(C(=O)CSCC(=O)O)C1 (stereo not drawn),-5,17,0,-5,0.0,1.2,-2,1
CCN(CC)CCCNC(=S)Nc1ccc(Br)cc1,-21,-1,4,0,0.0,1.2,-1,-3
